# ER stress surv = protection against thapsigargin ER stress killing – CSM14.1 cells, ATP luminescence, primary screen | CSM14.1 thapsigargin ER stress survival | relative survival (cellular ATP), % at 15 µg/mL (by protocol) | hit rate 0.33% among 48,000;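 active = survival measured by cellular ATP above 50% at 15 µg/ml in the first screen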;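 note: cell death triggered by about 15 µM thapsigargin; ATP read 24 h after thapsigargin was added; plate controls were thapsigargin with DMSO for no effect and DMSO without thapsigargin for full effect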
# An asterisk follows results filed as active. The list is partial; rates above refer to the full screens.
SMILES | ER stress surv
COC(=O)CCC(=O)NNc1ccc([N+](=O)[O-])cc1 | 12
Cc1ccc(-c2nn3c(=O)cc(N4CCN(c5ccc(C(F)(F)F)cc5[N+](=O)[O-])CC4)nc3s2)cc1 | 2
CCOC(=O)c1ccc(NC(=O)CN(c2ccc(OCC)cc2)S(=O)(=O)c2ccc(SC)cc2)cc1 | 5
O=C(N/N=C/c1cc(Cl)cc([N+](=O)[O-])c1O)c1ccc2c(c1)OCO2 | -16
COc1ccc(/C(O)=C2\C(=O)C(=O)N(CCc3ccccc3)C2c2ccc(F)cc2)cc1 (stereo not drawn) | 12
C=CCc1cccc2cc(C(=O)NC(C)c3ccccc3)c(=O)oc12 (stereo not drawn) | 1
O=C(CSc1nc2ccccc2s1)NCC(=O)c1ccccc1 | 14
Cc1ccc(C)c(OCc2nnc(NC(=O)c3ccccc3)s2)c1 | -3

# Following part.
SMILES | ER stress surv
NC(=O)CN(c1ccc(F)cc1)S(=O)(=O)c1ccccc1 | 5
Cc1ccc(OCC(=O)NNC(=O)c2ccco2)c(C)c1 | 6
Cc1ccc2c(c1)N(C(=O)COc1nc3ccccc3s1)C(C)(C)c1ssc(=S)c1-2 | 1
CCc1cccc(NC(=O)CC(c2ccccc2)c2ccccc2)c1 | 2
CCOc1cc(OCC)cc(C(=O)Nc2ccc(N(CC)CC)cc2)c1 | 6
c1cncc(CN2CCN(Cc3ccc4ccccc4c3)CC2)c1 | -6
Brc1ccc(OCCCCCn2ccnc2)cc1 | 26
O=[N+]([O-])c1ccc(/C=N/NS(=O)(=O)c2ccc(Cl)cc2)cc1 | 7

# Next part; the last 6 above are carried over.
SMILES | ER stress surv
Cc1ccc2c(c1)N(C(=O)COc1nc3ccccc3s1)C(C)(C)c1ssc(=S)c1-2 | 1
CCc1cccc(NC(=O)CC(c2ccccc2)c2ccccc2)c1 | 2
CCOc1cc(OCC)cc(C(=O)Nc2ccc(N(CC)CC)cc2)c1 | 6
c1cncc(CN2CCN(Cc3ccc4ccccc4c3)CC2)c1 | -6
Brc1ccc(OCCCCCn2ccnc2)cc1 | 26
O=[N+]([O-])c1ccc(/C=N/NS(=O)(=O)c2ccc(Cl)cc2)cc1 | 7
O=C(Nc1ccc(NC(=O)c2ccc(Cl)cc2Cl)cc1)c1ccccc1F | 6
CC(C)CC(=O)Nc1cc(C(=O)O)cc(C(=O)O)c1 | 4
CCNC(=O)CP(=O)(c1ccccc1)c1ccccc1 | 2
COc1ccc(NC(=O)CC2Nc3cc(C)c(C)cc3NC2=O)cc1 (stereo not drawn) | 11
O=C1C2C3C=CC(CC3)C2C(=O)N1/N=C/c1cc([N+](=O)[O-])cc(Br)c1O (stereo not drawn) | 14
O=C(Nc1ccc(NC(=S)NC(=O)c2ccco2)cc1)c1ccccc1 | -9
COC(=O)C1=C(C)NC2=C(C(=O)CC(c3ccc(OC)c(OC)c3)C2)C1c1ccc2c(c1)OCO2 (stereo not drawn) | 19
COc1ccc(C(=O)N2CCN(c3cccc(C)c3C)CC2)c(OC)c1 | 3

# The list continues.
SMILES | ER stress surv
CCOC(=O)N1CCN(c2cc(N3CCC(C)CC3)c(F)cc2[N+](=O)[O-])CC1 | 6
CCOC(=O)c1cnc2cc(-c3ccc(Br)cc3)[nH]n2c1=O | 1
COc1ccc(-c2cc(C(=O)NN=Cc3c(O)ccc4ccccc34)[nH]n2)cc1 | 3
O=C(NCCCNC(=O)c1ccc(CN2CCOCC2)cc1)c1ccc(CN2CCOCC2)cc1 | 7
COc1ccc(Oc2c(C(F)(F)F)oc3c(CN(C)C)c(O)ccc3c2=O)cc1 | -3
CCOC(=O)c1ccc(NC(=S)NC(NC(=O)c2ccc(C)cc2)C(Cl)(Cl)Cl)cc1 (stereo not drawn) | -1
CC(=O)Nc1cc(I)cc(C(=O)O)c1 | 10
COc1ccc(/C=C/C(=O)Nc2ccccc2F)cc1OC | 0

# (more compounds)
SMILES | ER stress surv
O=C(Nc1cccc(Br)c1)/C(=C\c1cccs1)NC(=O)c1cccs1 | 0
Cc1ccc(C(=O)NC(Cc2c[nH]c3ccccc23)C(=O)O)o1 (stereo not drawn) | 1
Cc1ccc2oc(-c3cc(NC(=O)c4cc5ccccc5o4)ccc3O)nc2c1 | 4
Oc1c(C=NCc2ccncc2)sc2ccccc12 | 20
CCCCOC(=O)c1ccc(NC(=O)c2cncc(Br)c2)cc1 | -2
Cc1cc(C)c([N+](=O)[O-])cc1-c1ccc(C=C2C(=O)c3ccccc3C2=O)o1 | 1
CC(=Nc1ccccc1C)C1=C(O)CC(C)(C)CC1=O | 5
O=[N+]([O-])c1cc(-c2nnc(-c3ccc(Br)o3)o2)cc([N+](=O)[O-])c1 | 4

# Further compounds follow:
SMILES | ER stress surv
O=C1c2ccccc2-c2cc(=O)[nH]c3cccc1c23 | 0
O=C(c1ccccc1)c1ccccc1C(=O)N(C1CCCCC1)C1CCCCC1 | 2
CCOC(=O)C1=C(O)CCn2c1nc1ccccc12 | 6
Cc1ccc(NC(=O)C2CCCCC2C(=O)O)nc1 (stereo not drawn) | 3
O=C(COc1ccc2ccccc2c1)Nc1cccc(-c2cc3ccccc3oc2=O)c1 | 6
Cc1ccc(/C=N/c2nc3ccc(Br)cc3s2)c(O)c1 | -7
Cc1ccc(OCCOc2cccc(C=O)c2)cc1 | -2
COC(=O)c1ccccc1NC(=O)CSc1nc2c(c(=O)n(C)c(=O)n2C)n1C | 4

# Further entries
SMILES | ER stress surv
CCCOc1ccc(C(=O)Nc2nc3ccc(OCC)cc3s2)cc1 | 8
CCOC(=O)C1=C(C)N=c2s/c(=C\c3ccccn3)c(=O)n2C1c1ccc(OC)c(OC)c1 (stereo not drawn) | 10
CCOC(=O)C(CCCCCOc1cc(C)ccc1C)C(=O)OCC | 3
COC(=O)C1=C(C)N(C)C(C)=C(C(=O)OC)C1c1ccc(-c2ccccc2)cc1 | 0
CNC(=O)c1c(-c2ccccc2)oc2ccc(O)cc12 | 0
O=C1c2ccccc2C(=O)c2c1oc(C(F)(F)F)c2C(=O)c1ccccc1 | 5
CCOc1cc(/C=N/n2cnnc2)cc(I)c1O | 2
O=c1[nH]c(=S)[nH]c(O)c1C=Nc1ccc(Cl)c(Cl)c1 | 10

# (cont.)
SMILES | ER stress surv
O=C1c2ccccc2NC(c2ccc(O)cc2)N1c1ccccc1 (stereo not drawn) | 0
COc1ccccc1NC(=O)c1c(NC(=O)c2cc([N+](=O)[O-])ccc2Cl)sc2c1CCCC2 | -1
COc1ccc(C2=CC(=O)CC(c3ccccc3)C2)cc1 (stereo not drawn) | -1
Cc1[nH]n(-c2ccccc2)c(=O)c1/C=N/n1c(C)nc2ccccc2c1=O | 2
CCOC(=O)C1=C(C)N(C)C(=O)NC1c1cccc(O)c1 (stereo not drawn) | 3
COc1cccc(/C=N/N2CCN(Cc3cccc4ccccc34)CC2)c1 | -2
CCn1c2c(c3cc(C(=O)O)ccc31)CCCC2=O | 12
C=CCNC(=S)NC12CC3CC(CC(C3)C1)C2 | 4

# New compounds follow
SMILES | ER stress surv
Cc1cccc2sc(NC(=O)CCC(=O)O)nc12 | 7
CC(=O)c1cccc(NC(=O)c2cccc(OCc3ccccc3)c2)c1 | 2
Cc1cc(C(=O)Oc2ccc(Cl)cc2)ccc1[N+](=O)[O-] | 17
O=C(O)CCCCCNS(=O)(=O)c1ccc2c(c1)OCCO2 | 5
COc1ccc(NC(=O)c2cncc(Br)c2)c(OC)c1 | 0
COc1cc(C(=O)Nc2c(C(C)C)cccc2C(C)C)cc(OC)c1OC | 8
CCCCNC(=O)C(=O)NCCCOC(C)C | 8
CC1=C(C(=O)OCCc2ccccc2)C(c2ccc([N+](=O)[O-])cc2)C2=C(CC(C)(C)CC2=O)N1 (stereo not drawn) | 1

# Next part:
SMILES | ER stress surv
COC(=O)C(Cc1ccccc1)NC(=O)c1ccc(C)cc1 (stereo not drawn) | -7
O=[N+]([O-])c1ccc(CSc2nnc(-c3cccc(F)c3)n2-c2ccccc2)cc1 | 16
Cc1nc(SCC(=O)N2c3ccccc3Sc3ccccc32)n[nH]1 | 2
C/C(=N/O)c1ccc(NC2=C(N3CCCC3)C(=O)c3ccccc3C2=O)cc1 | 3
CC(C)(C)c1ccc(S(=O)(=O)N2CCCC2C(=O)O)cc1 (stereo not drawn) | 3
Cc1c(NC(=O)c2ccc(Br)cc2)cccc1-c1nc2ncccc2o1 | 9
O=C1CCC(=O)N1CNc1ccc(F)cc1 | -2
COc1cc(/C=N/n2c(C)nnc2C)cc(OC)c1O | -1

# Filtered by structure: the entries above containing an aryl thioether with sulfur outside any ring.
SMILES | ER stress surv
CCOC(=O)c1ccc(NC(=O)CN(c2ccc(OCC)cc2)S(=O)(=O)c2ccc(SC)cc2)cc1 | 5
O=C(CSc1nc2ccccc2s1)NCC(=O)c1ccccc1 | 14
COC(=O)c1ccccc1NC(=O)CSc1nc2c(c(=O)n(C)c(=O)n2C)n1C | 4
O=[N+]([O-])c1ccc(CSc2nnc(-c3cccc(F)c3)n2-c2ccccc2)cc1 | 16
Cc1nc(SCC(=O)N2c3ccccc3Sc3ccccc32)n[nH]1 | 2

# (listing goes on)
SMILES | ER stress surv
COc1cc(NC(=O)COc2ccc(-c3ccc(C)cc3)cc2)c(OC)cc1Cl | 11
COc1cc(NC(=O)c2cncc(Br)c2)c(OC)cc1Cl | 5
CCOc1ccc(C(=O)Nc2ccccc2C(=O)OC)cc1Br | 6
O=C(Nc1cccc(C(F)(F)F)c1)C1CC(=O)N(c2ccccc2)C1 (stereo not drawn) | 0
COc1cc(/C=N\n2c(C)nnc2C)ccc1OCc1ccccc1 | 3
COc1cc(/C=C2\C(=O)NC(=O)N(c3cc(C)cc(C)c3)C2=O)cc(OC)c1O | 0
O=[N+]([O-])c1cccnc1N1CCOCC1 | 5
O=C(Nc1cccc(-c2nc3cc(Cl)ccc3o2)c1)c1ccc(Cl)cc1 | 5

# Going on with the list:
SMILES | ER stress surv
COc1ccc(C2NC(=S)NC(C)=C2C(=O)Nc2ccccc2Cl)c(OC)c1 (stereo not drawn) | 0
N#CC1=C(N)n2c(s/c(=C\c3ccc4c(c3)OCO4)c2=O)=C(C#N)C1c1ccc2c(c1)OCO2 (stereo not drawn) | 23
Cc1ccccc1OCCSc1nc2ccccc2c(=O)[nH]1 | 16
COc1ccccc1N1CCN(/N=C\c2c(C)nn(-c3ccccc3)c2C)CC1 | 10
CCCCOC(=O)c1ccc(NC(=O)CSc2ccccn2)cc1 | 15
Cc1c(C(=O)Nc2cccc(-c3nc4ccccc4o3)c2)cccc1[N+](=O)[O-] | 6
COc1ccc(OCC(=O)NNC(=O)C2COc3ccccc3O2)cc1 (stereo not drawn) | 0
CC1=C(C(=O)OC(C)C)C(c2cccs2)C2=C(CC(c3ccccc3)CC2=O)N1 (stereo not drawn) | -2

# More compounds
SMILES | ER stress surv
Cc1ccc(-n2c(=O)c3c4c(sc3n3cnnc23)COC(C)(C)C4)cc1 | 7
CC1=C(C(=O)OCCc2ccccc2)C(c2cccc([N+](=O)[O-])c2)C2=C(CCCC2=O)N1 (stereo not drawn) | 10
O=C(CC1Sc2ccc(C(F)(F)F)cc2NC1=O)Nc1cccc(C(F)(F)F)c1 (stereo not drawn) | 1
CS(=O)(=O)N1CCN(c2ccc([N+](=O)[O-])c(N3CCOCC3)c2)CC1 | 6
CCC(=O)NC(=Nc1nc(OC)c2cc(C)ccc2n1)NC(=O)CC | 4
NCCCNc1ccccc1[N+](=O)[O-] | -4
COc1ccc(OCC(=O)Nc2ccc(NC(=O)c3ccccc3)cc2)cc1 | 2
Cc1cccc(C(=O)O/N=C(\N)Cc2ccc([N+](=O)[O-])cc2)c1 | -9

# (more compounds)
SMILES | ER stress surv
COc1ccc(C2=C/C(=C\c3ccc(OC)c([N+](=O)[O-])c3)C(=O)O2)cc1 | 4
O=C1CC(c2cccs2)CC2=C1C(c1ccsc1)Nc1ccccc1N2 (stereo not drawn) | 7
CC1=C(C)CC2C(=O)N(c3ccc(C(C)C)cc3)C(=O)C2C1 (stereo not drawn) | -2
O=C(c1ccco1)N(Cc1ccccc1)c1cccc([N+](=O)[O-])c1 | 4
O=c1c2c(nc3cc(-c4ccccc4)[nH]n13)CCS2 | -5
Cc1ccc(NCC(=O)N/N=C\c2ccc(OCc3ccccc3)cc2)cc1 | 7
CCOc1ccc(/C=C2/SC(=S)NC2=O)cc1Cl | 11
CC1CCc2c(sc(NC(=O)c3cc([N+](=O)[O-])ccc3Cl)c2C(N)=O)C1 (stereo not drawn) | 0

# New compounds follow:
SMILES | ER stress surv
COc1cc2c(cc1OC)C(=C(Cl)Cl)NC(C)(C)C2 | 10
C=CCOc1ccc(/C=C2\C(=O)N(CCOC)C(C)=C2C(=O)OCC)cc1 | -1
C=CCOC(=O)C1=C(C)NC(C)=C(C(=O)OCC=C)C1c1ccc(O)cc1 | -1
COc1ccc(/C=C/c2ccc3ccccc3n2)cc1 | -5
CCc1cc(C)cc(OCCOc2ccc(C=C3C(=O)NC(=O)NC3=O)cc2)c1 | 0
CC(=O)Oc1ccc(NC(=O)CN2C(=O)c3ccccc3C2=O)c(C)c1 | 10
COc1ccc(CC(=O)Nc2ccc(S(=O)(=O)Nc3nccs3)cc2)cc1 | 2
C#CCOc1ccc(/C=C2\C(=O)NC(=O)N(c3ccc(C)cc3)C2=O)cc1OC | -4

# (further entries)
SMILES | ER stress surv
Cc1noc(NS(=O)(=O)c2ccc(NC(=O)c3ccc(Cl)s3)cc2)c1C | 9
Cc1c(CCNC(=O)Nc2ccccc2)c2ccccc2n1Cc1ccccc1 | -1
O=C(Nc1ccc2c(c1)OCCO2)c1ccc(Br)cc1 | 0
O=C(Nc1cccc2ccccc12)c1ccc(CN2CCOCC2)cc1 | 1
CCOc1ccc(-c2nc(Cc3ccccc3OC)no2)cc1 | 0
O=C(O)c1cccc(-c2ccc(/C=C/c3cc(C(F)(F)F)[nH]c(=O)n3)o2)c1 | -3
CCCc1ccc(-c2nc(-c3ccc(F)cc3)no2)cc1 | -4
COc1ccc(C(=O)Nc2nnc(-c3ccco3)s2)cc1 | -9

# (more compounds)
SMILES | ER stress surv
CN1CCN(C(=O)CN2C(=O)/C(=C/c3ccccc3Cl)SC2=S)CC1 | -2
O=C(COC(=O)c1ccccc1[N+](=O)[O-])c1ccc(F)cc1 | 2
CN(C)CCNC(=O)C12CC3CCC(CC(C3)C1)C2 | 0
CCCCCCOc1ccc(N2C(=O)CC(N3CCN(Cc4ccc5c(c4)OCO5)CC3)C2=O)cc1 (stereo not drawn) | 17
Cc1ccc(NC(=O)c2ccc([N+](=O)[O-])o2)cc1C | -8
